# Abeta yeast res = A-beta toxicity reversal in yeast; yeast expressing A-beta42, growth rescue, OD600, 48 h; response scale: 0% DMSO, 100% iron-clioquinol control; Potency, µM (titrated, usually from 46.1 µM), for inactives: top-dose growth rescue, hits mostly activators; 410,000 compounds, 0.063% hits; AID 1347071; further: potency means the concentration at half of the fitted maximal effect; nearly all actives have a fitted effect of over 55% in size
#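 Yeast A-beta toxicity model in growth medium with pinned compounds, 48 h at 30 C; growth read as absorbance at 600 nm. Normalized to FeCl3/clioquinol equimolar mix (positive) and DMSO (negative).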
# PI5P4K alpha inh = blocks human PI5P4K alpha kinase activity. P48426. PI5P4Kalpha enzyme, ADP-Glo luminescence, 60 min; active compounds read low. max response, %. 330,000 compounds, 1.2% hits. AID 652105; active means max response of -50% or lower; inconclusive means between -30% and -50%; inactive means -30% or higher; further: value at the top dose of about 77 µM; on the % scale 0 is the no-effect control and ±100 the full control effect
# Target sequence (P48426 whole entry, looked up): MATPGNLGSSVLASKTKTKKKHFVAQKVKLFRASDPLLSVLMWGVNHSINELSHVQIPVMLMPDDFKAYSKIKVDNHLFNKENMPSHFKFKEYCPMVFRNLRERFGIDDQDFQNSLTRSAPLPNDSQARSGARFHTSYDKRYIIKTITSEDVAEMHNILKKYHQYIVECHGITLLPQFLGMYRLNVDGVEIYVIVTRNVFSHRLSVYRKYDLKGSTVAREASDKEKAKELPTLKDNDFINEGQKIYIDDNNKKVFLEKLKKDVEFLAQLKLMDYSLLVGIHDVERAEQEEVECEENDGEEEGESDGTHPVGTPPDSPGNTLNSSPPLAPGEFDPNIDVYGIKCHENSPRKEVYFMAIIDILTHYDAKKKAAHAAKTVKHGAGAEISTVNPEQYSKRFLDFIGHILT
#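 Compounds were pin-transferred onto PI5P4Kalpha and substrate in HEPES pH 7.4 buffer with EGTA, CHAPS and 5% DMSO. ATP (5 microM final) started the reaction, which ran 60 minutes at room temperature before ADP-Glo detection.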
# IL2 activator = activates IL-2 in a cell-based reporter assay. 360,000 compounds, 0.065% hits. IL-2 activation reporter assay, cell-based qHTS; stimulated with anti-CD3/CD4/CD28 beads; in transgenic mouse T cells. AID 652025. activation, % (series mostly up to about 46 µM); in the data active means activation above about 50%; inconclusive means mostly about 30% to 49%; further: 0% is about no effect
#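 First, unstimulated transgenic mouse T cells were exposed to compound for 60 min. Next, anti-CD3/anti-CD4-coated beads with anti-CD28 were added. Finally, after 18 h at 37 degrees C, EGFP and DsRed were imaged.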
# FUS yeast rescue = suppressors of FUS proteinopathy in yeast | S. cerevisiae FUS-expressing, growth rescue, OD600, 24 h | AID 1347120 | Potency, µM (titrated, usually from 76.6 µM), for the others: top-dose growth rescue (activation), hits mostly activators | 390,000 compounds, 0.24% hits;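 further: potency means the concentration at half of the fitted maximal effect; plate controls were DMSO vehicle for no effect and reference control for full effect; nearly all actives have a fitted effect of over 55% in size; some results filed as inactive show a strong effect at the top dose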
#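 Yeast expressing FUS under galactose induction, OD 0.005 in 2% galactose medium; compounds in a dilution series, 24 h at 30C. Growth rescue by absorbance at 600 nm; CP55940 positive control, DMSO negative.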
# EPAC1 ag = agonists of human EPAC1 | Potency, µM (top dose mostly 154 µM), for the others: at the highest dose activation, actives largely listed as activators | EPAC1 agonist qHTS, biochemical assay; response scale: 100% = response to 6.5 mM cAMP | O95398 | 360,000 compounds, 0.073% hits; further: potency means the concentration at half of the fitted maximal effect; nearly all actives have a fitted effect of over 60% in size
#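 Multi-concentration qHTS readout: loss of Rap1B-bound BODIPY-GDP fluorescence driven by 100 nM EPAC1 with excess GDP (50 uM), monitored kinetically at room temperature; agonist response expressed relative to 6.5 mM cAMP.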
# EPAC1 antag = EPAC1 (human) antagonism. O95398. EPAC1 GEF assay, Rap1b-BODIPY-GDP exchange fluorescence. Potency, µM (titrated, usually from 115 µM), without a hit: top-dose activity change, negative = inhibition, usual class: inhibitors. 360,000 compounds, 0.14% hits;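 further: potency means the concentration at half of the fitted maximal effect; plate controls were vehicle for no effect and positive control for full effect; nearly all actives have a fitted effect of over 50% in size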
# WRN inhibitor = inhibitors of human WRN helicase. Q14191. WRN helicase unwinding, fluorescent forked duplex, kinetic. Potency, µM (titrated, usually from 114 µM), inactives show at the top dose activity change, negative = inhibition, most hits filed as inhibitors. 360,000 compounds, 0.46% hits; further: potency means the concentration at half of the fitted maximal effect; on the % scale 0 is the no-effect control and ±100 the full control effect; nearly all actives have a fitted effect of over 55% in size
#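 Enzyme (20 nM final) and test compound sit together 15 min at room temperature before substrate addition. Substrate is a single-forked duplex oligonucleotide (100 nM) labelled with fluorophore and quencher, with 2 mM ATP; helicase unwinding raises red fluorescence, read kinetically.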
# PLK1 PBD inh = blocks phosphopeptide binding to human PLK1 polo-box domain. P53350. Plk1 PBD binding of FITC phosphopeptide, fluorescence polarization. Potency, µM, without a hit: max response, negative = inhibition, usual class: inhibitors. 360,000 compounds, 2.8% hits. AID 720504; further: potency means the concentration at half of the fitted maximal effect; series mostly up to about 57 µM; on the % scale 0 is the no-effect control and ±100 the full control effect; nearly all actives have a fitted effect of over 65% in size
# Target sequence (P53350 whole entry, looked up, the tested form may be a part): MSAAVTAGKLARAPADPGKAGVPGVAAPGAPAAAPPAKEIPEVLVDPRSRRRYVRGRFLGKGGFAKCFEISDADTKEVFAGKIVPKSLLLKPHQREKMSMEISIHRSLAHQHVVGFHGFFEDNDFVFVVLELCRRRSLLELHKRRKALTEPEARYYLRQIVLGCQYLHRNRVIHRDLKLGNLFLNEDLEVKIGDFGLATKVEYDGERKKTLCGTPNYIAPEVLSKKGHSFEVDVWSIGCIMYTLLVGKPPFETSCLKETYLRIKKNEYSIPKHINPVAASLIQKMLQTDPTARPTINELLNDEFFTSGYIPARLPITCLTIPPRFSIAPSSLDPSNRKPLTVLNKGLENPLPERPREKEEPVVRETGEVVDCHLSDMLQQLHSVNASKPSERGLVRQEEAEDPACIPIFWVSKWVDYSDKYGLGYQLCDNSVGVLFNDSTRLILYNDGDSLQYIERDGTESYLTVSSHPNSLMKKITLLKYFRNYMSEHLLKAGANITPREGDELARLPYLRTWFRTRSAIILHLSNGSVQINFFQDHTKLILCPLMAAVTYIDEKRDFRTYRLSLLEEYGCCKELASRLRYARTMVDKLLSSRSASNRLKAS
# * = called active by the depositor; u = inconclusive; x = not tested or not shown; [ ] = remark or other dose. Unless noted, the call rests on the fitted dose curve; in most records, active means well fitted curve in the direction sought with a large enough effect; inconclusive means small, poorly fitted or top-dose-only effect, or another doubt; inactive means no such curve, though single readings can be large; an effect the other way counts as inactive or inconclusive.
SMILES,Abeta yeast res,PI5P4K alpha inh,IL2 activator,FUS yeast rescue,EPAC1 ag,EPAC1 antag,WRN inhibitor,PLK1 PBD inh
O=C(O)c1nn(-c2ccccc2)nc1-c1nn(-c2ccccc2)nc1C(=O)O,0.6%,-10.5,0.5,7.7%,-1.3%,22.1%,-13.9%,-4.6%
Cn1ncc(C#N)c1/N=C/N(Cc1ccccc1)Cc1ccccc1,-3.6%,1.6,-1.6,77.4%,10.8%,-14.7%,-8.9%,-9.7%
Cc1cccc(NC(=S)NNC(=O)COc2ccc(Cl)cc2Cl)c1,-3.5%,-3.8,-2.3,-5.1%,-15.2%,-5.4%,3.5%,-13.1%
Cc1cccc(/N=C/c2sc3ccccc3c2O)n1,11.5%,1.1,0.0,-3.6%,-0.4%,-9.2%,-30.5%,-22.5%
CCN(CC)CC(O)c1cccn1-c1ccc(CNC(=O)NC(C)C)cc1 (stereo unspecified),-15.4%,0.3,-1.8,17.0%,-7.8%,-11.8%,3.3%,-6.7%
CCc1cc2c(=O)oc(-c3ccccc3F)nc2s1,-38.6%[inhibitor],-0.1,0.5,-4.3%,20.2%,u,3.0%,u
COc1cccc(-c2nc(CS(=O)(=O)CC(=O)NCc3ccccc3OC)c(C)o2)c1,-2.9%,4.1,-1.8,-11.1%,-6.7%,-7.4%,-0.2%,-15.4%
Cc1ccc(C(C[N+](=O)[O-])c2c(C)[nH]n(-c3ccccc3)c2=O)cc1 (stereo unspecified),1.7%,3.9,-5.5,x,3.4%,-11.9%,u,-27.9%
O=C(NCc1cccc(C(F)(F)F)c1)c1ccc2sc(COCCO)nc2c1,8.1%,-7.7,0.1,-2.8%,-2.0%,-12.1%,-4.0%,-3.8%
CCCc1nc(Cl)c(C#N)c2c1CCCC2,3.3%,6.2,-3.1,6.5%,-1.5%,-8.2%,-28.8%[57.1 µM],-7.8%
Cc1ccc(Cl)cc1NC(=S)NN,u,-1.1,-0.2,-7.8%,14.8%,-2.7%,-2.1%,1.3%
CCOC(=O)/C(C#N)=C\c1ccc(O)c(OC)c1,-5.2%,0.4,-0.7,0.2%,-0.2%,20.2%,0.4%,-7.1%
O=C(NCc1ccc2c(c1)OCO2)C1CCCN(S(=O)(=O)c2cccc3cccnc23)C1 (stereo unspecified),6.7%,6.4,-3.9,17.3%,1.3%,-4.3%,-17.2%,-12.1%
N#Cc1ccc(C23CC4(C2)[C@H](CN(Cc2ccc(C(F)(F)F)cc2)[C@@H]4c2ccccc2)C3c2ccc(C(F)(F)F)cc2)cc1 (stereo partly specified),19.4%,0.0,-2.1,20.6%,-12.1%,2.0%,-3.6%,-1.7%
CC(Oc1ccccc1Cl)C(=O)Nc1ccc(S(=O)(=O)N2CCOCC2)cc1 (stereo unspecified),-16.2%,1.6,4.3,25.3%,-14.5%,-13.5%,10.1%,-10.5%
CCOC(=O)C1CCN(C(=O)Cn2cnc3sc(C)c(S(=O)(=O)N4CCCCC4)c3c2=O)CC1,-2.2%,-8.1,-2.0,13.3%,-10.8%,-5.5%,3.9%,-3.3%
CC(C)c1ccc(NC(=O)CNCC(c2ccccc2)N(C)C)cc1 (stereo unspecified),-7.3%,-5.6,-1.6,-26.0%,-1.7%,0.3%,-5.3%,8.2%
CC(=O)N1CCCc2cc(S(=O)(=O)N3CCN(c4ccccn4)CC3)ccc21,22.9%,6.7,-0.7,3.1%,1.6%,1.6%,-0.8%,0.9%
COc1ccc(Oc2nc(-c3ccccc3)ncc2S(=O)(=O)c2ccccc2)cc1,8.8%,2.9,0.9,-21.4%,8.8%,-2.1%,-15.8%,-3.8%
CC1(C)CC(=O)C=C(NCc2ccc(C(=O)O)cc2)C1,0.0%,1.8,-0.5,u,-1.3%,-2.4%,-1.0%,-12.8%
N#Cc1ccc(NC2c3ccccc3CC2O)cc1 (stereo unspecified),-4.3%,22.1,-4.1,x,8.5%,-7.1%,3.8%,-6.4%
CCOC(=O)c1c(S(=O)(=O)N2CCCCCC2)c(C)n(C)c1C,-5.6%,3.6,-1.0,21.1%,-2.0%,12.9%,-5.3%,-10.8%
Cc1cc(-c2cccc([N+](=O)[O-])c2)nc2ccc3ccccc3c12,3.7%,x,2.2,4.9%,3.8%,-13.8%,-10.4%,0.2%
CC(C)OC(=O)COc1cc(O)c2c(=O)cc(-c3ccccc3)oc2c1,-1.4%,-0.2,-3.1,-31.8%,13.0%,1.0%,-6.1%,-1.8%
O=C(C[C@@H]1C/C=C\C[C@H](NC(=O)OCC2c3ccccc3-c3ccccc32)C(=O)OC[C@H]2CCCN2C1=O)N[C@H](CO)Cc1ccccc1,-0.3%,u,-0.9,u,-8.0%,u,-6.2%,-7.5%
O=C(Cn1nc(CNc2ccc(Cl)cc2)[n+]2c1CCCCC2)c1ccc(Cl)cc1,-3.7%,-8.6,-1.8,24.2%,-2.7%,9.4%,2.2%,21.2µM*
COc1ccc(C(=O)COC(=O)c2ccc(OC)c(OC)c2)cc1OC,3.7%,0.2,-1.0,8.8%,-9.8%,-20.1%,-17.4%,-6.5%
O=C(CSc1nnc(Cc2cccs2)n1C1CCCCC1)N1CCN(C(=O)c2ccco2)CC1,2.8%,-7.2,-0.8,37.1%,2.1%,1.4%,-2.2%,-9.3%
Cc1cc(/C=N/NC(=O)C(O)(c2ccccc2)c2ccccc2)c(C)n1-c1ccccc1,-17.6%,-14.2,1.0,28.0%,13.3%,-6.8%,-0.7%,-10.2%
COc1ccccc1CN1CC(C(=O)N(C)Cc2ccncc2C)CCC1=O (stereo unspecified),1.7%,-0.3,0.4,0.3%,-9.9%,1.2%,-1.7%,5.8%

# Arranged by the number under PI5P4K alpha inh (high to low): 3 of the compounds above
SMILES | PI5P4K alpha inh | IL2 activator | FUS yeast rescue | EPAC1 ag | EPAC1 antag | WRN inhibitor | PLK1 PBD inh
CCOC(=O)c1c(S(=O)(=O)N2CCCCCC2)c(C)n(C)c1C | 3.6 | -1.0 | 21.1% | -2.0% | 12.9% | -5.3% | -10.8%
COc1ccc(C(=O)COC(=O)c2ccc(OC)c(OC)c2)cc1OC | 0.2 | -1.0 | 8.8% | -9.8% | -20.1% | -17.4% | -6.5%
CC(C)OC(=O)COc1cc(O)c2c(=O)cc(-c3ccccc3)oc2c1 | -0.2 | -3.1 | -31.8% | 13.0% | 1.0% | -6.1% | -1.8%

# The list continues.
SMILES,Abeta yeast res,PI5P4K alpha inh,IL2 activator,FUS yeast rescue,EPAC1 ag,EPAC1 antag,WRN inhibitor,PLK1 PBD inh
Cc1ccnc2nc(C(=O)OCC(=O)N3CCc4ccccc43)nn12,-14.1%,2.2,0.6,-9.3%,-6.3%,-4.7%,3.0%,-15.4%
CC1(C)CC(=O)C=C(c2ccc(COC(=O)c3cccc(C(F)(F)F)c3)cc2)C1=O,0.6%,12.4,-2.7,18.7%,-13.8%,-2.9%,-6.4%,-0.3%
CCN1CCCC1CNC(=S)Nc1ccc(C(C)=O)cc1 (stereo unspecified),-10.9%,-13.8,-2.6,-11.9%,-9.0%,-0.4%,4.5%,u
O=C(O)/C=C/C(=O)Nc1ccccc1C(=O)Nc1ccccc1,18.4%,-0.5,2.1,7.3%,0.6%,-5.5%,-0.9%,-4.4%
O=C(CN1CCN(S(=O)(=O)c2ccc(F)cc2)CC1)Nc1ccnn1C1CCCC1,-21.1%,-4.3,-4.7,0.0%,6.5%,-4.2%,2.3%,-7.3%
Cc1ccc(-c2nc3c4ccccc4ccn3c2Cc2ccccc2)cc1,-15.7%,6.3,-2.5,u,24.1%,4.1%,-10.4%,-0.4%
Cn1c(=O)n(C)c2cc(N3CCOCC3)c(NC(=O)c3ccc(F)cc3)cc21,10.8%,2.2,-3.1,18.8%,9.5%,7.7%,-0.3%,3.2%
O=C(O)CCC(=O)N1CCN(c2nc(-c3ccccc3)c3ccccc3n2)CC1,3.1%,0.6,-0.6,-11.3%,0.0%,8.9%,1.8%,-3.3%
COC(=O)N/N=C/c1ccc(Oc2ccccc2)cc1,8.6%,-6.6,-0.8,-3.0%,-5.0%,-0.4%,12.4%,1.1%
O=C(NCC1CC1)c1csc(COCCO)n1,-7.5%,8.4,-0.7,-33.0%,-5.2%,-22.3%,-8.7%,7.1%
O=C(Nc1ccccc1)/C(=C/c1ccccc1)c1ccccc1,-38.3%[inhibitor],-4.0,-3.9,4.7%,9.4%,6.5%,1.7%,u
CCOC(=O)[C@@H]1[C@H]2COc3ccc(Br)cc3[C@H]2N2C(=O)N(c3cccc(Cl)c3)C(=O)[C@]12C,5.7%,8.5,-1.8,u,4.5%,-1.8%,-1.8%,-14.2%
Cc1cccc(Oc2ccccc2NC(=O)CSCC(=O)Nc2cc(C)on2)c1,23.7%,-7.6,-4.3,23.7%,-1.4%,-12.0%,-0.1%,-0.9%
O=C(CCCC(=O)NN=Cc1ccc(Cl)cc1Cl)NN=Cc1ccc(Cl)cc1Cl,2.4%,11.9,-0.4,x,-1.5%,4.1%,2.7%,-6.8%
[O-]C1=N/[N+](=C/c2ccccc2Cl)CC1,1.3%,2.7,1.6,15.1%,-4.3%,8.0%,-6.6%,-3.6%
COC(=O)[C@@]12C[C@@H](CC(=O)N3CCCCC3)C(=O)N(Cc3ccccc3)C1=CCC(C)(C)C2,-0.5%,-1.2,1.6,27.0%,-3.9%,-6.6%,3.0%,1.7%
N#Cc1ccc(/C=C/C(=O)c2ccco2)cc1,-26.2%,-9.8,-0.2,-2.0%,2.7%,0.3%,0.3%,-15.2%
NNc1nc(-c2ccccc2)c2cc(Br)ccc2n1,u,3.5,-1.8,27.5%,10.3%,-21.4%,-8.4%,-13.8%
COc1ccccc1CNC1CCN(Cc2ccccc2)CC1,7.1%,4.3,-0.5,1.3%,-2.7%,-25.2%,-23.8%,-10.4%
CCN(c1cccc(C)c1)S(=O)(=O)c1ccc(-c2ccc(=O)[nH]n2)o1,-0.6%,-0.1,0.1,3.4%,4.6%,13.4%,-7.7%,-8.3%
CCC(CC)C1C(C#N)=C(N)Oc2n[nH]c(-c3ccccc3)c21 (stereo unspecified),-5.6%,x,-2.9,3.4%,-8.4%,9.1%,-3.6%[57.1 µM],-2.2%
COc1ccc(CNc2nc3c(c(=O)n(Cc4ccc(Br)cc4)c(=O)n3C)n2C)cc1,17.2%,-0.9,-1.9,21.0%,9.8%,4.3%,-1.5%,-7.9%

# Compounds as they come; 4.1% or so of the library scored in one or more.
